# NTR1 ag – agonists of NTR1, primary screen, imaging, U2OS cells, beta-arrestin-GFP, high content (AID 493036); activation, % at 20 µM; NTR1-U2OS beta-arrestin-GFP spot imaging, agonist mode; actives 0.17% (n = 330,000);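 active means activation at or above 40% of the spot to cytoplasm intensity ratio, with at least 20 cells analyzed; inconclusive means wells under 20 cells, flagged as cytotoxic or low count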;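 further: 0% = DMSO without peptide and 100% = 100 nM NTR1 peptide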
# Target sequence (P30989 whole entry, looked up): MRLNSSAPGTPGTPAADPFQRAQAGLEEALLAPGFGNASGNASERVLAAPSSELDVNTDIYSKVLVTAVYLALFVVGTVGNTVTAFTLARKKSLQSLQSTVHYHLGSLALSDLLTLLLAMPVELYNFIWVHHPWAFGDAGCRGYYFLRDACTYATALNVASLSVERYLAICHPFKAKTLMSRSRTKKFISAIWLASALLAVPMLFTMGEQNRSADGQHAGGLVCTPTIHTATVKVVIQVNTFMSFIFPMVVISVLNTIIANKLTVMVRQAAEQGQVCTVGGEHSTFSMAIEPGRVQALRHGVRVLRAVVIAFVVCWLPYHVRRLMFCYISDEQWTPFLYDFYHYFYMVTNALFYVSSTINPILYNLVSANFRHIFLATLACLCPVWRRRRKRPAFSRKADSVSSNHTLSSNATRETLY
# LYP inhibition – inhibitors of LYP phosphatase, biochemical, fluorescence intensity, uHTS (AID 1779); Tyrosine-protein phosphatase non-receptor type 22 (Homo sapiens); recombinant LYP phosphatase, fluorescence intensity; higher % means a stronger effect; one-dose inhibition, % at 11.5 µM; IC50 in µM for titrated hits; actives 0.054% (n = 290,000); in the data active means inhibition above about 50%;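 further: plate controls were vehicle with enzyme for no effect and no enzyme for full effect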
# Dengue-2 NS5 capping – Dengue-2 NS5 methyltransferase inhibitors, primary screen, biochemical, confirmation dose response (AID 588689) | Genome polyprotein (Dengue virus type 2 (strain 16681-PDK53)) | Dengue-2 NS5 methyltransferase capping enzyme assay, biochemical; higher % means a stronger effect | inhibition, % at 25 µM, or IC50 in µM where a hit was titrated | actives 0.3% (n = 340,000); in the data active means a potency from the dose series; inconclusive means inhibition above about 29% without an active follow-up result
# AID2073 – inhibitors of Mint1-CaV2.2 protein interaction, biochemical, HTRF (AID 2073); Voltage-dependent N-type calcium channel subunit alpha-1B (Homo sapiens); HTRF protein-protein interaction, Mint1-CaV2.2; higher % means a stronger effect; one-dose inhibition, % at 20 µM; IC50 in µM for titrated hits; actives 0.19% (n = 290,000); in the data active means inhibition mostly above about 51%, no sharp cut-off; inconclusive means no clear call, values can overlap the other calls; inactive means mostly below about 53%; further: some results filed as inactive read as strong as hits
# K1F lysis inhibition – inhibition of K1F phage lysis, E. coli UTI89, bacterial capsule biogenesis inhibitors, alamar blue (AID 488966) | one-dose inhibition, % at 100 µM; IC50 in µM for titrated hits | actives 0.02% (n = 340,000) | E. coli UTI89 K1F phage lysis, alamar blue, 2 h; higher % means a stronger effect;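 active means phage lysis inhibition, versus mean bacterial control, above a set limit; inconclusive means no clear call, values can overlap the other calls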;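 further: capsule biogenesis inhibitors block K1F phage lysis so surviving cells raise fluorescence; higher fluorescence means more inhibition of phage lysis; actives were called in the ten point dose series up to 300 µM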
# RSV CPE inhibition – RSV antiviral activity via CPE protection, HEp-2 cells, primary 10 µM value included (AID 2391). HEp-2 cells, RSV-induced CPE inhibition; higher % means a stronger effect. CPE inhibition, % at 10 µM; hits with a dose series show IC50 in µM. actives 0.13% (n = 310,000); in the data active means a potency from the dose series; inconclusive means CPE inhibition mostly from about 23% at the one dose, without a potency; inactive means the rest, 99 in 100 with CPE inhibition below about 21%; further: strong numbers were not always called active
# Autophagy mod – autophagy modulators in MEF cells, primary screen, imaging, high-content, MEF GFP-LC3 | MEF GFP-LC3 puncta imaging; test concentration mostly 10 µM | calls only at 10 µM (by protocol) | actives 0.98% (n = 190,000) | AID 463193, 2010;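 active means percentage of spot-positive cells more than 3 SD above its plate mean, without a fluorescence outlier flag or 80% toxicity; inconclusive means no clear call, values can overlap the other calls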;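 further: spot-positive cell cutoff set from DMSO-treated cells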
# WT yeast gro inh – growth inhibition of WT strain, primary screen, mitochondrial fusion inhibitor project, WT and mutant strains, chemical genetic. inhibition, % at 10 µM. mitochondrial fusion phenotypic screen. actives 2.1% (n = 190,000); in the data active means inhibition above about 58%; tested in S. cerevisiae
# GPR35 antagonists – GPR35 antagonists blocking zaprinast-driven arrestin recruitment, primary screen, imaging, U2OS, beta-arrestin-GFP, zaprinast agonist (AID 2058); G-protein coupled receptor 35 (Homo sapiens); U2OS GPR35 beta-arrestin-GFP translocation imaging, zaprinast antagonism; higher % means a stronger effect; inhibition, % at 10 µM, or IC50 in µM where a hit was titrated; actives 0.052% (n = 290,000);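 active means inhibition of at least 50% with at least 30 cells and total cytoplasm GFP at most 10,000,000; inconclusive means under 30 cells or total GFP of 10,000,000 plus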
# WT yeast gro inh mutant strain – further read-out of WT yeast gro inh, marked with its call; inhibition, %; mitochondrial fusion phenotypic screen, mutant strain inhibition
# Autophagy mod cell loss 18 h – also measured in Autophagy mod; calls as there; toxicity, %; measured here: cell loss, nuclei count;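 cell loss after 18 h compound exposure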
# NTR1 ag cell count 20 µM – recorded beside NTR1 ag, whose call it bears; cell count; measured here: cell count, cytotoxicity flag
# Dengue-2 NS5 capping pilot replicate – recorded beside Dengue-2 NS5 capping, whose call it bears; inhibition, %; measured here: pilot screen replicate inhibition
# * = called active by the depositor; i = inactive; ? = inconclusive; · = no result given; [ ] = another dose, or the depositor's remark.
SMILES,NTR1 ag,NTR1 ag cell count 20 µM,LYP inhibition,Dengue-2 NS5 capping,AID2073,K1F lysis inhibition,RSV CPE inhibition,Autophagy mod,Autophagy mod cell loss 18 h,WT yeast gro inh,WT yeast gro inh mutant strain,GPR35 antagonists,others
CC(C)C(OC(=O)c1ccco1)C(=O)NCc1ccco1 (centres undefined),-2.5,104,0%,-2%,-2%,1.1%,1.1%,i,-2,-3,2,-10%,
O=C(NCc1nnc(SCC(=O)N2CCCCC2)o1)c1c(F)cccc1Cl,2.4,57,-9%,0%,46%,0.2%,0.1%,·,·,·,·,-4%,
O=C(CN1CCC(NC(=O)C2CC2)CC1)Nc1cccc(F)c1,0.0,44,-8%,-4%,2%,0.7%,0.7%,·,·,·,·,-4%,
Cc1cc(N2CCN(C)CC2)nc2ccc(NC(=S)N3CCN(c4ccc(F)cc4)CC3)cc12,0.1,68,-9%,-5%,-14%,0.2%,?,i,-21,0,9,4%,
C/C(Cc1ccccc1)=N\NC(=O)c1cccnc1,6.9,55,-10%,-4%,-8%,2.5%[50 µM],-0.2%,i,6,-1,-20,-5%,
CCCCNC(=O)C1CCC(CNS(=O)(=O)c2cccc3nsnc23)CC1 (centres undefined),-1.3,58,-16%,-4%,-8%,0.2%,0.1%,·,·,·,·,-3%,
Cc1oc(-c2cccc(Cl)c2)nc1CS(=O)(=O)CC(=O)NCCCN1CCOCC1,1.8,56,-5%,-5%,6%,0.4%,1.1%,·,·,·,·,-10%,
Cc1ccccc1NC(=O)c1snc2c(=O)[nH]cnc12,1.6,32,-1%,·,-1%,·,-2.6%,i,-8,-9,8,4%,
O=C(NCc1ccco1)c1cc([N+](=O)[O-])cc([N+](=O)[O-])c1,1.5,47,-8%,-7%,-4%,-8.8%,1.7%,i,15,-4,-16,-1%,
O=C(c1ccccc1O)N1N=C(C(F)(F)F)CC1(O)c1ccc([N+](=O)[O-])cc1 (centres undefined),1.5,42,-12%,-4%,4%,-1.1%,2.4%,·,·,·,·,10%,
CCOC(=O)C1=C(CSc2nc(-c3ccccc3)ccc2C#N)OC(N)=C(C#N)C1c1cccnc1 (centres undefined),-2.8,53,0%,3%,41%,3.7%,1.7%,i,-15,8,13,-7%,
O=C(NNC(=O)C1CC(=O)N(Cc2ccccc2)C1)c1ccc(Br)cc1 (centres undefined),2.1,72,-11%,6%,6%,1.6%[50 µM],2.4%,·,·,·,·,2%,
NC(=O)NC(Cc1ccccc1)C(=O)N1CCN(S(=O)(=O)c2ccc(Cl)cc2)CC1 (centres undefined),3.8,55,·,-1%,·,0.6%[50 µM],0.2%,·,·,·,·,·,
COc1ccc(S(=O)(=O)N2CCN(C(=O)CN3C(=O)NC(C)(C)C3=O)CC2)cc1,-0.4,47,·,-20%,·,1.2%[50 µM],2.3%,·,·,·,·,·,
Cc1c(NC(=O)CSc2nnc(Nc3ccccc3)s2)c(=O)n(-c2ccccc2)n1C,0.2,36,5%,-1%,-3%,2.0%,1.5%,i,7,-2,-10,-18%,
O=C(CSCc1nc2ccccc2[nH]1)Nc1ccccc1,1.2,78,0%,3%,-6%,1.3%,·,i,1,8,12,-9%,
COc1cccc(-c2nc3n(n2)C(c2ccc4c(c2)OCO4)C(C(N)=O)=C(C)N3)c1 (centres undefined),-0.4,93,-9%,-3%,9%,0.6%,-1.1%,i,-11,6,33,9%,
COc1ccc(Cl)cc1NCC(=O)Nc1ccc(OC)c(S(=O)(=O)N2CCCCC2)c1,-1.3,95,·,3%,·,0.6%[50 µM],5.3%,·,·,·,·,·,
Cc1ccc(NC(=O)CSc2nnc(-c3cc(C)[nH]n3)n2N)cc1,1.5,56,-13%,-12%,8%,-0.1%,0.5%,·,·,·,·,-4%,
S=c1[nH]nc(-c2cccnc2)n1/N=C/C=C/c1ccco1,-0.5,96,-2%,·,36%,0.4%,0.7%,i,6,7,-13,12%,
CCOc1cccc(C(=O)Nc2ccccc2N2CCN(C(=O)C(C)C)CC2)c1,-0.5,94,-4%,-4%,2%,0.7%,5.5%,i,9,19,-3,15%,
CC[n+]1c(/C=C/N(C)c2ccccc2)oc2ccccc21,-0.9,69,-2%,-4%,-7%,-0.3%,2.2%,i,-3,10,-7,0%,
CCc1ccc(CN2CCCC(C(=O)N3CCCCC3)C2)cc1 (centres undefined),2.1,54,-8%,-2%,2%,0.2%,0.5%,·,·,·,·,-2%,Dengue-2 NS5 capping pilot replicate=-5.2
CCCCN(C(=O)COC(=O)CSc1cc(C)c2ccccc2n1)c1c(N)n(CCC)c(=O)[nH]c1=O,2.2,54,-9%,-6%,6%,0.3%[50 µM],0.4%,·,·,·,·,-10%,
Cc1ccc(S(=O)(=O)N2CCOCC2)cc1C(=O)Nc1ccccc1F,-0.4,51,-11%,-3%,10%,-0.2%,1.7%,·,·,·,·,3%,
# Next part
SMILES,NTR1 ag,NTR1 ag cell count 20 µM,LYP inhibition,Dengue-2 NS5 capping,AID2073,K1F lysis inhibition,RSV CPE inhibition,Autophagy mod,Autophagy mod cell loss 18 h,WT yeast gro inh,WT yeast gro inh mutant strain,GPR35 antagonists,others
O=S(=O)(Nc1cccc(-n2cnnn2)c1)c1cc(Br)ccc1Br,-0.4,53,0%,-7%,9%,0.9%,0.1%,·,·,·,·,12%,
CCOc1ccc(N2C(=O)CC(NCCc3ccc(S(N)(=O)=O)cc3)C2=O)cc1 (centres undefined),1.6,31,-14%,-4%,-5%,0.2%,-0.2%,i,2,-11,1,-4%,
CCn1c(SCC(=O)N/N=C/c2cccs2)nc2ccccc21,-0.3,81,0%,-2%,-6%,0.0%,2.5%,i,11,11,9,-7%,
CCCc1ccc(C(=O)NNC(=O)c2ccc(Cl)cc2)cc1,1.1,74,-5%,-1%,0%,-1.2%,·,i,20,-5,-37,-2%,
C=CCNc1nc(NC(C)(C)CO)nc(OC)n1,0.4,54,-4%,-2%,?,0.9%,-0.1%,i,-3,14,3,11%,
COC(=O)C1CCN(C(=O)COC(=O)[C@@H]2CC(O)CN2S(=O)(=O)c2ccc3c(c2)OCCO3)CC1 (some centres undefined),-1.4,39,-6%,-16%,-1%,4.2%,0.6%,i,-2,2,-12,9%,
CCN(CCCNC(=O)Cn1ncc2c(=O)oc3ccccc3c21)c1cccc(C)c1,3.3,61,-2%,-1%,3%,3.0%,2.1%,i,13,5,7,1%,
CCC(C)NC(=O)Cn1cc(S(=O)(=O)N2CCN(c3ccccc3F)CC2)c2ccccc2c1=O (centres undefined),-0.4,37,9%,·,5%,0.5%,-2.6%,i,-7,-7,-18,9%,
CCOC(=O)N1CCN(C(=O)CCCn2c(=O)[nH]c3ccccc3c2=O)CC1,-0.9,84,-9%,1%,-6%,0.6%,2.0%,i,-10,57,33,2%,
Cc1cc(C)c2oc(=O)cc(CN3CCCCC3)c2c1,-0.4,103,-7%,-5%,-3%,0.1%,1.2%,·,·,·,·,-11%,
CCCCn1c(N)c(N(Cc2ccccc2OC)C(=O)C(C)Oc2ccc(Cl)cc2)c(=O)[nH]c1=O (centres undefined),-0.9,40,-10%,-13%,7%,0.5%,2.6%,·,·,·,·,9%,
CCCN1C(=O)/C(=C\c2nc3ccccc3c(=O)[nH]2)c2ccccc21,·,·,-2%,1%,25%,0.2%,·,i,6,17,6,13%,
c1ccc(C(Cc2nc(-c3ccncc3)no2)c2ccccc2)cc1,-1.6,99,0%,-1%,3%,0.4%,-0.1%,i,6,-6,14,-6%,Dengue-2 NS5 capping pilot replicate=-3.0
Cc1nnc(NC(=O)CSc2ccc(-c3ccc(Cl)cc3)nn2)s1,4.0,57,-9%,1%,19%,0.3%,-2.8%,i,-3,-11,9,6%,
CCCOc1ccc(N2C(=O)CC(SCCc3nc4ccccc4[nH]3)C2=O)cc1 (centres undefined),-0.7,37,-2%,0%,7%,-0.8%,0.8%,i,-5,-3,3,10%,
O=C1c2ccc(Oc3ccc4c(c3)C(=O)N(CCCCO)C4=O)cc2C(=O)N1CCCCO,1.1,44,-7%,3%,9%,0.1%,3.6%,i,13,-26,-14,15%,
COc1ccc(/C=N/NC(=O)c2ccoc2C)cc1O,2.3,46,-1%,-9%,-9%,-2.6%,42%,i,-11,-11,-22,25%,
CSCCC(NC(=O)c1ccccc1Cl)C(=O)N1CCN(C(c2ccccc2)c2ccccc2)CC1 (centres undefined),4.9,51,1%,-2%,9%,-0.8%[50 µM],11%,·,·,·,·,-5%,
Cc1ccc(N(C)S(=O)(=O)c2ccc(-c3cc(C)no3)s2)cc1,2.7,54,-3%,-4%,15%,-0.1%,1.6%,·,·,·,·,6%,
CCCc1nnc(SCC(=O)N2CCCCC2C)n1CC (centres undefined),-1.8,89,-2%,0%,16%,0.5%,0.1%,i,-4,7,4,16%,
O=C(NNC(=O)c1ccc(Br)o1)c1ccc(NC(=O)c2ccccc2)cc1,-0.9,32,-5%,3%,?,-0.2%,1.2%,i,23,-4,-3,-7%,
C=CCN=C(NC#N)SC,-1.5,65,-3%,-3%,15%,0.4%,0.6%,·,·,·,·,-7%,
FC(F)(F)c1ccc(CN2CCCCCC2)cc1,-1.0,48,-15%,-1%,-1%,5.3%,0.7%,i,-31,4,13,2%,
CNC(C)C#Cc1c(-c2cc(OC)c(OC)c(OC)c2)noc1C (centres undefined),3.0,82,-8%,-8%,18%,1.2%,1.4%,·,·,·,·,10%,
COC(=O)c1ccc(NC(=O)CNC(=O)C2CCCCC2)cc1,0.7,48,-3%,-5%,6%,4.4%,0.8%,i,-6,6,4,21%,
O=C(OCCO)c1cc(Cl)c(C(=O)OCCO)cc1Cl,-1.6,63,-6%,2%,-1%,4.2%,0.9%,i,10,-6,10,-1%,
COc1ccc(CSc2nc3ccccc3c(=O)n2CCCN2CCOCC2)cc1F,1.9,37,-4%,-6%,-4%,-0.2%,-2.5%,i,-2,46,15,-11%,
Cc1ccc(NC(=O)C(=O)NCC2CCCN2S(=O)(=O)c2cccs2)c(C)c1 (centres undefined),-0.7,55,·,-4%,·,1.6%[50 µM],-0.2%,·,·,·,·,·,
